proCasp7 act – procaspase-7 activators, primary screen, counter-screen for procaspase-3 activator project, biochemical, absorbance, HTS, human. recombinant procaspase-7, Ac-DEVD-pNA absorbance 405 nm; D23A/D198A/D206A triple mutant, cannot self-cleave; scale: DMSO 0, 5 µM enzyme 100. AID 463210, 2010. activation, % at 8.5 µM. 0.093% of 330,000 active;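 active = percent activation above the screen-wide mean plus 3 SD, cut at about 25% in these data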
Target sequence (P55210 whole entry D23A/D198A/D206A): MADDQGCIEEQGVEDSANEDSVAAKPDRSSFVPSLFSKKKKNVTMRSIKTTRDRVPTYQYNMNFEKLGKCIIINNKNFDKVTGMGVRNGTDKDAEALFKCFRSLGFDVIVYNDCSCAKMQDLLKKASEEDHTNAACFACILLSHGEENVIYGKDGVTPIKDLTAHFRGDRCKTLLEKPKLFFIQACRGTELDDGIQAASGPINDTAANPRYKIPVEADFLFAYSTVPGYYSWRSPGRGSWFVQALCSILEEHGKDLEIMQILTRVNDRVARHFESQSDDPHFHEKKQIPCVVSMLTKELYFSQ
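System: Procaspase-7 triple mutant (PC-7 D3A); measure: % activation from two-timepoint absorbance difference, scaled to controls; times: 1 h compound preincubation, 2 h substrate cleavage, 25 °C; also added: Ac-DEVD-pNA substrate, 400 µM as added; measured by: Epi-absorbance of released pNA at 405 nm, two timepoints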
proCasp3 act – activators of human procaspase-3 D3A mutant, primary screen, biochemical, absorbance, PC-3 D3A mutant, single concentration | Caspase-3 (Homo sapiens), P42574 | recombinant procaspase-3 D3A, Ac-DEVD-pNA absorbance 405 nm | activation, % at 8.5 µM | 0.11% of 330,000 active | AID 463141, 2010;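 active = activation above the mean of all tested compounds plus 3 SD, cut at about 21% in these data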;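 also: 0% = DMSO alone and 100% = DMSO wells spiked with extra 5 µM PC-3 D3A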
Target sequence (P42574 whole entry D9A/D28A/D175A): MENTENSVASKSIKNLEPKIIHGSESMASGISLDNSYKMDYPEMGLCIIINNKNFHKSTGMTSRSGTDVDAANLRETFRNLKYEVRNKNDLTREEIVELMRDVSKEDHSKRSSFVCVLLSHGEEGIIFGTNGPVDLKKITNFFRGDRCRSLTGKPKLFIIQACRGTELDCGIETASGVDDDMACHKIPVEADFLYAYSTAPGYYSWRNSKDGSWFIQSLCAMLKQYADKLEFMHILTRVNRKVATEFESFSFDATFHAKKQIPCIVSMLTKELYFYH
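System: Procaspase-3 D3A mutant. Medium: Zinc-free 300 mM NaCl, 50 mM HEPES, 0.01% Triton X-100. Schedule: 1 h preincubation plus 2 h reaction at 25 °C. Measured by: 405 nm absorbance of p-nitroaniline, reads at 0 and 120 min. Read-out: percent activation relative to control range.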
PP5 inh – PP5 phosphatase inhibitors, primary screen, biochemical, fluorescence. Serine/threonine-protein phosphatase 5 (Homo sapiens), P53041. purified PP5c, OMFP substrate fluorescence. inhibition, % at 6.7 µM. 0.18% of 320,000 active. AID 1987, 2009;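 active = inhibition above the campaign's mean inhibition across all tested compounds plus 3 SD, cut at about 9.5% in these data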;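 also: 0% = DMSO only and 100% = 100 µM cantharidin control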
PAFAH2 inh – PAFAH2 enzyme inhibitors, primary screen, biochemical, fluorescence polarization, human; Platelet-activating factor acetylhydrolase 2, cytoplasmic (Homo sapiens), Q99487; recombinant PAFAH2, FP-rhodamine activity probe; inhibition, % at 3.39 µM; 0.99% of 340,000 active; AID 492956, 2010;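 active = inhibition above the mean over all tested compounds plus 3 SD, cut at about 30% in these data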;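 also: inhibitors block probe labeling of enzyme so polarization drops; 0% = enzyme with DMSO and 100% = wells lacking PAFAH2 protein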
HCV core dimer – inhibitors of HCV core protein dimerization, primary screen, biochemical, TR-FRET, high-throughput; TR-FRET GST/Flag-core106 dimerization, 1536-well; inhibition, % at 5 µM; 0.33% of 300,000 active; AID 1899, 2009;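 active = inhibition above the mean of all tested compounds plus 3 SD, set per screening campaign, cut at about 45% in these data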
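Assay system: GST-tagged and Flag-tagged HCV core protein residues 1-106 / Times: compound-protein-antibody incubation 4 h at 22.5 °C / Signal: time-resolved FRET, ex 340 nm, em 617 and 671 nm / Evaluation: % inhibition based on acceptor/donor emission ratio / Benchmarks: wells lacking GST-core106 and wells with excess unlabelled core106 / Repeats: singlicate, one well per compound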
CTSL1 counter – Fasciola hepatica cathepsin L1 inhibitors, primary screen, counter-screen for PFM18AAP inhibitor project, biochemical, QFRET, fluorogenic peptide substrate; recombinant F. hepatica cathepsin L1, Z-Leu-Arg-MCA fluorescence; inhibition, % at 5.96 µM; 0.49% of 300,000 active; AID 1906, 2009;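 active = inhibition above the mean of all tested compounds plus 3 SD, set per screening campaign, cut at about 17% in these data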;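 also: 0% = plate median of test compound wells and 100% = 1 µM Z-Phe-Ala-diazomethylketone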
PP1 counter – PP1-alpha phosphatase inhibitors, primary screen, counter-screen for PP5 inhibitor project, biochemical, fluorescence, OMFP substrate, single point. 0.9% of 320,000 active. purified PP1alpha. inhibition, % at 6.7 µM. Serine/threonine-protein phosphatase PP1-alpha catalytic subunit (Homo sapiens), P62136;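 active = inhibition above the mean inhibition of all tested compounds plus 3 SD, computed separately for each screening campaign, cut at about 15% in these data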
Target sequence (P62136 whole entry, looked up): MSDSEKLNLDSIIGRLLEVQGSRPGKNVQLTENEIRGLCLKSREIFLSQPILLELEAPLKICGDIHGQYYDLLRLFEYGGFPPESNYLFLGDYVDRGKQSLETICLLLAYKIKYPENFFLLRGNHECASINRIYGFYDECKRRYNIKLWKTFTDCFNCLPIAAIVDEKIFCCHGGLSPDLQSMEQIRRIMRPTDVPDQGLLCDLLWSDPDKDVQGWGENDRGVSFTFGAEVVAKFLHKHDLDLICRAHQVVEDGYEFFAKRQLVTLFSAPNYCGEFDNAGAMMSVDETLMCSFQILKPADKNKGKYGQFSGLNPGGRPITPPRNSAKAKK
AHR activator – AHR activators, primary screen, cell-based, luminescence, luciferase reporter, human; Aryl hydrocarbon receptor (Homo sapiens), P35869; AHR-responsive luciferase reporter cells; activation, % at 5 µM; 2.5% of 320,000 active; AID 2796, 2010; in the data active = activation above about 47%;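 also: 0% = vehicle wells and 100% = reference agonist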
TPT1 inh – Candida albicans TPT1 enzyme inhibitors, primary screen, biochemical, fluorescence polarization | 0.81% of 300,000 active | AID 1962, 2009 | inhibition, % at 5 µM | tRNA 2'-phosphotransferase TPT1 (Candida albicans SC5314) | recombinant caTPT1, FP RNA substrate dephosphorylation;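 active = inhibition above the mean of all tested compounds plus 3 SD, set per screening campaign, cut at about 24% in these data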;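 also: plate controls were DMSO alone for no effect and ferristatin control at 100 nM for full effect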
* marks the source's active call; other numbers are inactive results; x = no result given.

Sequence of screens: proCasp7 act	proCasp3 act	PP5 inh	PAFAH2 inh	HCV core dimer	CTSL1 counter	PP1 counter	AHR activator	TPT1 inh
CCN(c1nc(N)c(C(=O)N=C(N)N)nc1Cl)C(C)C
 : -1	-2	2.0	12	9	3	0	34	0
CC[n+]1c(/C=C/c2ccc(OC)c(OC)c2)ccc2ccccc21
 : -4	-12	4.4	2	3	1	-3	13	15
COC(=O)c1cccc(NC(=S)NCc2ccc(F)cc2)c1
 : 6	5	2.8	1	-2	-4	1	4	0
Cn1c(=O)c2c(-c3cccc(Br)c3)c(C#N)c(N)nc2n(C)c1=O
 : 11	-8	1.2	-4	3	0	-3	3	0
COc1ccc(S(=O)(=O)N2CCN(CC(=O)c3ccc(O)c(O)c3)CC2)cc1
 : -9	2	3.4	12	-10	2	0	2	-1
CN(C)/C=C(\C=O)c1ncc(C(F)(F)F)cc1Cl
 : -2	1	1.8	16	4	1	-1	3	3
CC(C)(C)c1ccc(C(=O)Nc2ccccc2NC(=O)c2ccco2)cc1
 : 1	9	3.2	-7	7	5	8	24	-4
COc1ccc(-c2csc3nc(C(C)(C)C)oc(=O)c23)cc1OC
 : 7	1	5.7	8	-5	6	-4	19	-5
Cc1cccc(CN2CCCC(C(=O)N3CCCCC3)C2)c1 (stereo unspecified)
 : 2	6	2.0	-5	-3	-1	-2	1	-1
O=C(C1CCCN(Cc2ccccc2F)C1)N1CCc2ccccc2C1 (stereo unspecified)
 : 6	-4	0.6	x	0	-4	-1	-2	-1
Cc1oc(CC(C)C)cc1C(N)=O
 : -6	6	0.2	2	-4	1	-2	2	-5
COC(=O)Cn1cc([N+](=O)[O-])nc1C
 : -8	13	0.3	2	-4	-1	-4	0	-1
Cc1cc(C(=O)N2CCc3ccccc3C2)no1
 : 4	-3	2.9	-3	1	1	0	-3	-1
CSCC[C@H](NC(=O)Cc1ccc(Cl)cc1)C(=O)N1CCC2(CC1)NCCc1[nH]cnc12
 : -8	0	1.2	7	4	-1	-3	0	0
C[C@H]1COC(=O)[C@@H](Cc2ccc(F)cc2)CC/C=C/C[C@H](CC(=O)N(CCO)Cc2ccccc2)C(=O)N1
 : 3	4	x	-7	x	x	x	1	x
CC(=O)Oc1c(Br)cc(N(C(C)=O)S(=O)(=O)c2ccccc2)c2ccccc12
 : -1	-10	0.3	10	-3	0	1	48*	-3
COCCN1CCN(C(=O)c2ccc3oc(CCCc4ccccc4)nc3c2)CC1
 : 19	-6	1.0	5	-3	0	-4	2	2
Cc1ccc(-c2nc3cc(N)ccc3o2)cc1
 : -4	11	2.5	4	0	-1	-2	73*	0
O=C(NC1CCN(Cc2ccccc2)CC1)C1CCN(S(=O)(=O)c2cccc3nsnc23)CC1
 : -2	-2	-1.4	0	-1	-2	-3	0	-2
O=C(O)c1ccccc1SCc1nc2ccccn2c1Br
 : 0	-1	-0.7	2	-3	1	-3	4	-1

The final 2 entries of the part before lead into the next:
Sequence of screens: proCasp7 act	proCasp3 act	PP5 inh	PAFAH2 inh	HCV core dimer	CTSL1 counter	PP1 counter	AHR activator	TPT1 inh
O=C(NC1CCN(Cc2ccccc2)CC1)C1CCN(S(=O)(=O)c2cccc3nsnc23)CC1
 : -2	-2	-1.4	0	-1	-2	-3	0	-2
O=C(O)c1ccccc1SCc1nc2ccccn2c1Br
 : 0	-1	-0.7	2	-3	1	-3	4	-1
COc1ccc(-n2nc3ccccc3n2)cc1
 : -2	5	2.0	3	-1	-1	1	17	2
COc1ccc(S(=O)(=O)N(n2c(C)nnc2-n2nc(C)cc2C)S(=O)(=O)c2ccc(OC)cc2)cc1
 : 4	-8	0.1	0	-1	0	-1	-2	2
O=C(Nn1cnnc1)c1cccc(S(=O)(=O)N2CCOCC2)c1
 : 4	2	-2.0	-1	-1	6	0	1	3
Cc1cc(C(=O)Nc2c(C)n(C)n(-c3ccccc3)c2=O)c2ccccc2n1
 : 2	-8	3.4	4	-12	-2	0	3	-6
CC(=O)NCCNS(=O)(=O)c1ccc(C)c([N+](=O)[O-])c1
 : 10	-2	0.2	5	-2	-1	-3	-1	2
CCOc1ccccc1C(=O)NCCNC(=O)c1ccccc1OCC
 : 11	-11	0.6	0	2	2	-1	-3	-1
CN(C)/C=C/C(=O)c1ccc(F)cc1F
 : 9	-2	2.0	-1	0	3	2	2	0
COc1ccccc1N1CCN(c2nc(N)c(C#N)c(CC#N)c2C#N)CC1
 : 16	2	3.6	5	5	-2	0	-1	7
O=C(CCc1nnc2ccc(N3CCC4(CC3)OCCO4)nn12)NCc1ccccc1Cl
 : -4	4	4.2	2	-5	4	-4	4	0
CN(c1cccc(NC(=O)c2ccc(C(C)(C)C)cc2)c1)S(C)(=O)=O
 : -6	0	4.5	0	-2	2	0	23	-2
O=[N+]([O-])c1ccc(CSc2ccc(S(=O)(=O)N3CCCCC3)cn2)cc1
 : -9	-14	x	-2	x	x	x	0	x
CCCCC(c1nnnn1CC1CCCO1)N1CCN(Cc2ccccc2)CC1 (stereo unspecified)
 : -21	-3	0.5	4	-1	-2	-5	3	-4
CC(C)[C@H](NS(=O)(=O)c1ccccc1F)C(=O)OCC(=O)Nc1cccc(S(N)(=O)=O)c1
 : 5	5	x	-1	x	x	x	-1	x
O=C(CSc1nnc2ccc(-c3ccncc3)nn12)N1CCCCC1
 : 6	3	0.0	5	2	2	1	0	-5
NC(=O)Nc1ccc(F)cc1
 : 9	0	-0.9	0	-4	-2	1	-1	2
Cc1cccc(N2CC(C(=O)NC3CCCCCC3)CC2=O)c1C (stereo unspecified)
 : 8	5	x	9	x	x	x	-1	x
COc1ccc(CCNC(=O)COC(=O)/C=C/c2ccc(OCC#N)c(OC)c2)cc1OC
 : 1	3	-0.9	11	-7	-4	0	7	-7
CSc1cccc(NC(=O)CN2C(=O)COc3ccc(S(=O)(=O)N4CCOCC4)cc32)c1
 : 7	7	1.2	1	-1	-5	2	4	0
Cc1ccc(NC(=O)Nc2cccc3ccccc23)cc1
 : -8	2	5.0	-2	2	-4	1	19	1
Cc1nnc(SCCCn2c(N3CCN(c4ccccc4)CC3)nc3c2c(=O)[nH]c(=O)n3C)s1
 : 1	3	1.9	2	2	1	0	1	-2
Cc1ccccc1-c1nnc(NC(=O)CSc2nc3ccccc3s2)s1
 : 3	-8	2.8	-1	-1	-3	17*	10	2
CCCC/C(C)=N/NC(=O)NC1CCCCC1
 : 11	3	1.0	2	-11	-3	1	15	-2
Cc1ccc(-c2nc(S(=O)(=O)c3ccc(C)cc3)c(N(C)C)o2)cc1
 : 10	0	0.5	-3	7	-6	-2	-2	-3
Cc1ccc(C)c(S(=O)(=O)N2CCN(CC(=O)Nc3sccc3C#N)CC2)c1
 : -3	-1	-0.8	0	8	1	1	1	1
O=C(/C=C/NNC(=O)c1cccc(Br)c1)c1ccccc1
 : 11	5	2.9	-19	11	1	2	38	2
Cc1ccc(Sc2cc(C(=O)NCCN(C)C)c3ccccc3n2)cc1
 : 13	2	0.4	-2	-2	8	1	1	0
CCCOc1cccc(C(=O)Nc2ccc3c(c2)OCCO3)c1
 : 8	-12	1.2	-2	0	3	-1	7	-2
COCCN1C(=O)C(=O)/C(=C(/O)c2ccc(S(=O)(=O)N3CCCCC3)cc2)C1c1ccc(O)c(OC)c1 (stereo unspecified)
 : -6	5	0.4	3	-5	0	-1	0	1
Cc1ccc(NC(=O)CN2C(=O)CSc3ccc(S(=O)(=O)N4CCCCC4)cc32)cc1
 : -1	7	3.2	12	9	1	1	4	1
CCOc1ccc(NC(=O)CSc2nc3nc4c(cc3c(=O)n2CC)COC(C)(C)C4)cc1
 : 3	-4	2.0	x	4	-5	-2	3	-2
Cc1ccccc1N(CC(=O)N/N=C/c1ccc(F)cc1)C(=O)c1ccccc1
 : -7	-3	4.3	-10	15	6	3	6	0
Cc1n[nH]c(=O)n1-c1ccc(OC(F)(F)F)cc1
 : -2	2	-0.2	2	1	-2	-4	0	-6
Cc1ccc(-c2nnn(CCC(=O)Nc3ccc4c(c3)OCO4)n2)cc1
 : 0	9	-1.5	-4	-5	0	2	1	-2
Cc1ccc(C(=O)N/C(=C/c2ccco2)C(=O)NC2CCS(=O)(=O)C2)cc1 (stereo unspecified)
 : 1	2	0.4	11	-4	-2	1	-1	6
CCN(C(=N)N=C(N)N)c1ccccc1
 : 1	4	0.0	2	0	0	-1	0	0
O=C1Nc2ccccc2C1(O)Cc1ccncc1 (stereo unspecified)
 : 2	4	0.0	7	1	0	1	-2	2
CCOC(=O)c1nnn(-c2nonc2N)c1-c1ccccc1Cl
 : 6	9	-1.4	14	0	-3	0	-1	3
CN(C)S(=O)(=O)c1ccc(N2CCCC2)c(C(=O)N2CCN(S(=O)(=O)c3ccc(F)cc3)CC2)c1
 : -6	-1	1.2	-2	3	-9	2	5	1
CCOc1ccc(/C(O)=C2/C(=O)C(=O)N(c3ncccn3)C2c2ccc(C)cc2)cc1 (stereo unspecified)
 : 1	-3	0.0	-3	2	0	-1	-3	-1
COC(=O)c1ccc(NC(=S)NCC2CC2)cc1
 : -6	-1	4.2	-1	-3	-2	-1	-3	0
CC(C)c1ccc2[nH]c(O)c(N=NC(=O)c3cccc(S(=O)(=O)Nc4ccccc4Cl)c3)c2c1
 : 12	-1	-1.4	-5	21	4	-2	4	-7
O=C(Nc1ccc(F)c(Cl)c1)c1cc(-c2ccco2)on1
 : 9	-4	1.4	-12	18	-3	13	-7	0
CCCOc1ccc(CSc2nc3ccccc3[nH]2)cc1
 : 5	9	4.6	-3	4	-1	2	-3	1
COc1ccc(-c2c[n+](CC(=O)c3ccccc3)c3n2CCCCC3)cc1
 : -7	4	0.8	-9	1	0	-2	1	-1
O=C(Nc1cc(C(F)(F)F)ccc1N1CCOCC1)c1cccs1
 : -1	-1	3.9	1	-3	-1	-1	5	-1
Cc1ccc2oc(=O)n(CC(=O)N3CCOCC3)c2c1
 : 17	5	0.8	5	-2	9	-3	0	-1
CC(C)C(OC(=O)c1nsc(Cl)c1Cl)C(=O)NC(C)(C)C (stereo unspecified)
 : 3	2	0.4	0	4	-1	-3	0	-1
O=C(Cc1n[nH]c(=O)c2ccccc12)OCC(=O)c1ccc2c(c1)OCCO2
 : 12	4	2.7	2	0	4	5	1	-9
